FadD28 FP inh – M. tuberculosis FadD28 bisubstrate binding inhibition | 360,000 compounds, 0.22% hits | AID 588549 | FadD28 bisubstrate probe binding, fluorescence polarization | inhibition, % at 12.5 µM; in the data active = inhibition above about 8.5%, passing the limit was not always enough; inconclusive = no clear call, values can overlap the other calls
Mtb FBA inh – Mtb fructose-bisphosphate aldolase inhibition | P9WQA3 | purified M. tuberculosis FBA, fluorescence read-out | inhibition, % at 1 µM | 360,000 compounds, 2.3% hits | AID 588726; in the data active = inhibition above about 27%;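 note: 0% = vehicle and 100% = reference inhibitor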
Target sequence (P9WQA3 whole entry, looked up): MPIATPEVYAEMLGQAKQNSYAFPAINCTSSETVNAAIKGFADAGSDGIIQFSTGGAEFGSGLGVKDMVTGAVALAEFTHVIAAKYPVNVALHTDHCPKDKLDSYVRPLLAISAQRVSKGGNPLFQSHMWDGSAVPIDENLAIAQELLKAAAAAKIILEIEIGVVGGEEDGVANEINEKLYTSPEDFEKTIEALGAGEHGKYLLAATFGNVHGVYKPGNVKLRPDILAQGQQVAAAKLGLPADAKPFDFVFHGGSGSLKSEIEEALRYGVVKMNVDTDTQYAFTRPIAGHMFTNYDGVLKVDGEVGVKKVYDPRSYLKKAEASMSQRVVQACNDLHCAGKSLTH
Anthrax LF inh2 – blocks Bacillus anthracis lethal factor protease | 360,000 compounds, 0.12% hits | P15917 | AID 588501 | multiplex microsphere protease cleavage assay, LF | inhibition, % at 10 µM; note: plate controls were buffer without enzyme for full effect and enzyme alone for no effect
BoNT A protease – BoNT A light chain protease inhibition. multiplex microsphere protease substrate cleavage, flow cytometry. inhibition, % at 10 µM. 360,000 compounds, 0.17% hits; note: plate controls were buffer without enzyme for full effect and enzyme alone for no effect
BioA inh – BioA (M. tuberculosis) enzyme inhibition; inhibition, % at 9.99 µM; purified M. tuberculosis BioA enzyme, plate reader; 360,000 compounds, 0.096% hits; AID 602481; in the data active = inhibition above about 40%; inconclusive = no clear call, values can overlap the other calls
Mtb UGM inh – blocks M. tuberculosis UGM enzyme | P9WIQ1 | purified UGM, fluorescence polarization probe displacement | inhibition, % at 10 µM | 320,000 compounds, 0.06% hits; in the data active = inhibition above about 10%, passing the limit was not always enough; inconclusive = no clear call, values can overlap the other calls
Target sequence (P9WIQ1 whole entry, looked up): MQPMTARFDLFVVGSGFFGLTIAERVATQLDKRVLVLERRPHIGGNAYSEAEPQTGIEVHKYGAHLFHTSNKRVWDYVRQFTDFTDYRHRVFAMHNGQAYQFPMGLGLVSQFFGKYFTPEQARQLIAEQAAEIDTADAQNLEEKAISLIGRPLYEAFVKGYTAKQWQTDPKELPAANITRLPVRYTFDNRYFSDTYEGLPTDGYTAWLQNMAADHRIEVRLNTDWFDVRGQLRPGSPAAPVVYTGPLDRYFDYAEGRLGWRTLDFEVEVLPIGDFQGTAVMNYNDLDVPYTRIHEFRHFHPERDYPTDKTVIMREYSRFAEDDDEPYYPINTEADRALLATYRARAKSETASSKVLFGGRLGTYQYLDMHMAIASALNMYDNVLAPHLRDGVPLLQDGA
GDH-TPI inh – GDH-TPI coupled enzyme inhibition counter-screen; AID 588335; GDH-TPI coupled enzyme counterscreen, NADH absorbance; 360,000 compounds, 1.2% hits; inhibition, % at 4.8 µM; in the data active = inhibition above about 30%;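 note: 0% = DMSO wells and 100% = wells lacking the enzyme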
PfHsp40 rescue – restores yeast growth despite PfHsp40 toxicity. S. cerevisiae expressing PfHsp40, growth rescue, ATP luminescence. 340,000 compounds, 0.68% hits. AID 504582. growth rescue, % at 12.5 µM; in the data active = growth rescue above about 28%, passing the limit was not always enough; inconclusive = no clear call, values can overlap the other calls;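 note: yeast W303a lacking pdr1 and pdr3 grown in galactose medium; growth measured after three days at 30 °C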
BoNT F protease – blocks Botulinum neurotoxin F light chain protease; inhibition, % at 10 µM; AID 588497; Multiplex microsphere protease cleavage assay, flow cytometry; 360,000 compounds, 0.22% hits; in the data active = inhibition above about 35%, passing the limit was not always enough; inconclusive = no clear call, values can overlap the other calls; note: plate controls were buffer without enzyme for full effect and enzyme alone for no effect
Starred values were filed as active, the others as inactive; ? = inconclusive; . = not tested or not shown; & = joins results of further samples. Cut-off read from the data, not from the text of the source, unless noted: active = inhibition above about 30%; inconclusive = no clear call, values can overlap the other calls; inactive = below that.

SMILES	FadD28 FP inh	Mtb FBA inh	Anthrax LF inh2	BoNT A protease	BioA inh	Mtb UGM inh	GDH-TPI inh	PfHsp40 rescue	BoNT F protease
CC(C)c1cccc(C2=CC(=O)C[C@H](c3ccc4c(c3)OCO4)C2)c1	-3.4	3	-6	0.1	-0.6	0.4	-4	0.5	-6
COc1ccc(S(=O)(=O)N2CCOCC2)cc1NC(=O)Cc1cccs1	0.2	-1	.	.	-2.0	-0.6	3	0.7	.
CCCNC(=O)c1c(N)n(CC2CCCO2)c2nc3ccccc3nc12 (stereo unspecified)	2.2	99*	2	7.1	.	1.0	15	3.6	-8
CCOC(=O)NC(=O)CSc1ccc(S(=O)(=O)N(C)C2CCCCC2)cn1	-4.0	4	-2	-4.0	-1.8	-2.6	7	0.3	-7
COc1ccc2c(n1)Sc1nc3ccccc3nc1N2	1.5	-1	5	30*	-3.0	-0.8	4	336*	1
Cc1ccc2c(c1)N(CC(=O)NCCCN1CCCCC1)C(=O)CO2	-0.9	1	9	-3.2	-1.9	2.0	-5	0.1	22
CCOC(=O)c1cc(-c2ccccc2)nn1Cc1cc(C)no1	-3.1	-2	7	-0.2	-0.9	-1.2	-3	-1.2	0
Cc1nc(N2CCN(c3ccccn3)CC2)c2c(C)c(C(=O)Nc3ccc(Cl)cc3)sc2n1	-2.6	-1	-1	-0.8	-0.1	-1.6	-3	2.9	2
CCOC(=O)C[C@H]1c2cc(F)ccc2S(=O)(=O)N1C(C)(C)C	0.1	1	3	-0.1	1.5	-1.7	1	-1.6	-7
O=C(NCc1ccccc1)C1(CC2CC(c3ccccc3)=NO2)CCNCC1 (stereo unspecified)	-5.3	-2	2	-0.8	-0.7	3.7	0	-1.0	-8
Cc1ccc(C)c(NC(=S)NCc2ccc3[nH]c4c(c3c2)CCCC4)c1	-0.6	3	-5	-1.4	-2.8	-0.9	-6	0.6	-9
O=C(NCc1ccccn1)c1cccc([N+](=O)[O-])c1	-3.3	2	2	-1.8	0.5	-1.4	-2	-1.4	-3

Compound profiles, as listed above. Screens in order: FadD28 FP inh, Mtb FBA inh, Anthrax LF inh2, BoNT A protease, BioA inh, Mtb UGM inh, GDH-TPI inh, PfHsp40 rescue, BoNT F protease
`COc1ccc2c(n1)Sc1nc3ccccc3nc1N2` across the screens: 1.5, -1, 5, 30*, -3.0, -0.8, 4, 336*, 1
`COc1ccc(S(=O)(=O)N2CCOCC2)cc1NC(=O)Cc1cccs1` across the screens: 0.2, -1, ., ., -2.0, -0.6, 3, 0.7, .
`Cc1ccc2c(c1)N(CC(=O)NCCCN1CCCCC1)C(=O)CO2` across the screens: -0.9, 1, 9, -3.2, -1.9, 2.0, -5, 0.1, 22
`CCOC(=O)c1cc(-c2ccccc2)nn1Cc1cc(C)no1` across the screens: -3.1, -2, 7, -0.2, -0.9, -1.2, -3, -1.2, 0
`CCOC(=O)C[C@H]1c2cc(F)ccc2S(=O)(=O)N1C(C)(C)C` across the screens: 0.1, 1, 3, -0.1, 1.5, -1.7, 1, -1.6, -7

(continued)
SMILES	FadD28 FP inh	Mtb FBA inh	Anthrax LF inh2	BoNT A protease	BioA inh	Mtb UGM inh	GDH-TPI inh	PfHsp40 rescue	BoNT F protease
Cc1nnc(SCC(=O)Nc2cccc(C(F)(F)F)c2)[nH]c1=O	-4.0	-1	-1	0.8	-0.1	5.0	-2	-1.2	?
COC(=O)[C@]1(Cc2ccccc2)N[C@H](CN(C)S(=O)(=O)c2ccc(-c3ccccc3)cc2)[C@@H]2C(=O)N(Cc3ccccc3)C(=O)[C@@H]21	0.9	-1	5	-0.4	1.2	-0.2	6	-0.6	-5
O=C(c1cccc(S(=O)(=O)N2CCN(c3ccccc3)CC2)c1)N1CCN(c2ccccc2O)CC1	-3.3	-3	2	2.3	0.5	.	1	1.8	2
Cn1ncc(Br)c1NC(=O)Nc1ccccc1	.	0	-7	-3.0	-1.3	-0.2	-4	0.4	2
CCCCN(C)C(=O)c1cn(C)c2ccc(S(=O)(=O)N(C)C)cc2c1=O	-2.7	4	-6	-0.3	-0.1	2.0	17	0.3	-4
O=C(NC(=S)Nc1ccccc1)c1cc(-c2ccccc2)nc2ccccc12	-1.3	0	2	-0.9	0.0	-0.9	25	0.5	-3
O=C1NS(=O)c2cc([N+](=O)[O-])cc([N+](=O)[O-])c21 (stereo unspecified)	-1.7	-2	-4	-1.0	1.7	3.7	6	0.5	-6
COc1ccccc1-c1cc(C(F)(F)F)nc(N2CCOCC2)n1	-2.6	-2	-5	-1.7	-0.1	-1.2	7	-0.1	7
Cc1ccc(NC(=O)C2C3C=CC4(O3)C2C(=O)N(CCCN2CCCC2)C4C(=O)NC2CCCCC2)cc1Cl (stereo unspecified)	-3.8	0	-2	4.9	-0.8	-1.5	-3	0.7	29
Cc1ccccc1N1CCN(C2CCCN(C(=O)c3cc(CC(C)C)nn3C)C2)CC1 (stereo unspecified)	-2.7	-5	-1	-0.9	0.4	-2.3	-5	-0.3	-7
CCC(Cc1ccccc1)NC(=O)c1cc(S(=O)(=O)N2CCCCC2)c[nH]1 (stereo unspecified)	0.0	1	-8	-0.3	-2.8	0.2	6	1.6	0
CSCC[C@H](NC(=O)[C@@H]1Cc2ccccc2CN1)C(=O)NC1CCCC1	-1.9	-1	2	-1.0	-0.5	-0.4	-9	-0.4	0

Sorted by molecular weight (rising): some entries from above.
SMILES	FadD28 FP inh	Mtb FBA inh	Anthrax LF inh2	BoNT A protease	BioA inh	Mtb UGM inh	GDH-TPI inh	PfHsp40 rescue	BoNT F protease
COc1ccccc1-c1cc(C(F)(F)F)nc(N2CCOCC2)n1	-2.6	-2	-5	-1.7	-0.1	-1.2	7	-0.1	7
CSCC[C@H](NC(=O)[C@@H]1Cc2ccccc2CN1)C(=O)NC1CCCC1	-1.9	-1	2	-1.0	-0.5	-0.4	-9	-0.4	0
O=C(NC(=S)Nc1ccccc1)c1cc(-c2ccccc2)nc2ccccc12	-1.3	0	2	-0.9	0.0	-0.9	25	0.5	-3
CCC(Cc1ccccc1)NC(=O)c1cc(S(=O)(=O)N2CCCCC2)c[nH]1 (stereo unspecified)	0.0	1	-8	-0.3	-2.8	0.2	6	1.6	0
Cc1ccccc1N1CCN(C2CCCN(C(=O)c3cc(CC(C)C)nn3C)C2)CC1 (stereo unspecified)	-2.7	-5	-1	-0.9	0.4	-2.3	-5	-0.3	-7
O=C(c1cccc(S(=O)(=O)N2CCN(c3ccccc3)CC2)c1)N1CCN(c2ccccc2O)CC1	-3.3	-3	2	2.3	0.5	.	1	1.8	2

(cont.)
SMILES	FadD28 FP inh	Mtb FBA inh	Anthrax LF inh2	BoNT A protease	BioA inh	Mtb UGM inh	GDH-TPI inh	PfHsp40 rescue	BoNT F protease
O=C(c1cc(Cl)nc2ccccc12)N1CCN(Cc2ccc3c(c2)OCO3)CC1	-3.6	-1	-1	0.0	20	1.1	3	0.6	-2
O=C(Nc1ccccc1)C1=C[C@H](c2coc3ccccc3c2=O)C[C@H](OCCCCO)O1	-1.9	0	2	0.3	4.6&-1.1	0.0	0	0.6	0
COc1ccc(CN(C)C[C@@H]2OCCCC[C@@H](C)Oc3ccc(N(C)C)cc3C(=O)N([C@H](C)CO)C[C@@H]2C)cc1	0.5	-1	1	0.1	-1.5	.	7	.	1
COc1ccc(Oc2cc(C)nc(Cl)n2)nn1	-0.1	-2	0	-0.3	.	0.8	3	-0.7	-1
COc1ccc(O)c(CNc2ccccc2F)c1	-2.7	-2	-5	-0.3	-1.3	-0.1	-5	0.5	-6
CCCCC[C@@H](/C=C/C1C(=O)C=C[C@H]1C/C=C\CCCC(=O)OC)OC(C)=O (stereo partly specified)	-4.2	-1	-7	-0.4	6.3	.	4	22	-7
COc1cccc(NC(=S)NC(=O)c2cncc(Br)c2)c1	-3.1	0	.	.	-0.4	-0.7	2	6.8	.
C/C(CC(=O)Nc1ccc(Cl)c(C(F)(F)F)c1)=N\NC(N)=S	-5.8	0	-6	0.3	.	4.6	7	-1.5	1
Cc1cc(C)cc(NC(=O)N2CCCCCCC2)c1	-0.4	-1	2	-0.4	-1.8	-0.8	-2	-0.5	-5
NC1=NC(=O)CC(C(=O)NCc2ccccc2)S1 (stereo unspecified)	1.9	-4	2	1.4	0.3	0.7	8	-1.1	-12
O=C(NCCc1c[nH]c2ccccc12)/C(=C/c1ccco1)NC(=O)c1ccco1	?	-1	-4	0.5	.	4.6	-1	0.1	-4
CCOC(=O)c1c(C)[nH]c(C)c1S(=O)(=O)NCc1ccc(OCC)cc1	3.3	2	.	.	0.4	-0.3	-4	0.3	.
CC1CCCCC1NC(=O)NC(=O)COC(=O)C1=NN(c2ccccc2)C(=O)CC1 (stereo unspecified)	-0.5	0	-8	-0.8	-0.8	.	10	7.4	-5
Cc1cn(C(=O)C(C)N2C(=O)c3ccccc3C2=O)c(C)n1 (stereo unspecified)	0.8	4	-2	-0.8	-0.9	1.2	0	-0.5	-6
CCCCn1c(N)c(N(CCOC)C(=O)c2ccc(S(=O)(=O)N3CCC(C)CC3)cc2)c(=O)[nH]c1=O	-1.3	-1	.	.	-0.8	2.1	10	-1.4	.
Cc1cccc(-c2noc(Cc3ccc(Cl)cc3)n2)c1	-2.5	-3	-4	-1.2	0.9	-1.5	-4	4.2	?
O=C(CNC1=NCCC1)c1ccc2c(c1)OCCO2	-0.3	3	-2	-0.6	0.3	.	5	0.3	2
C[C@@H](NC(=O)[C@H]1O[C@@H](n2cnc3c(N)ncnc32)[C@H](O)[C@@H]1O)c1cccc2ccccc12	0.0	4	2	-1.0	-1.0	.	.	.	-9
CCC(=O)Nc1ccc(NC(=O)c2cc3ccccc3o2)c(OC)c1	-3.6	1	17	-3.1	-0.5	-0.1	10	0.0	?
CC(=O)Oc1ccc(N2C(=O)C3C4C=CC(C5CC45)C3C2=O)cc1[N+](=O)[O-] (stereo unspecified)	1.4	-5	3	1.0	.	0.3	7	-1.4	-6
COc1ccc(CNc2nc(S(=O)(=O)c3ccccc3)c(Cl)s2)cc1OC	-3.0	-1	-1	-0.4	1.7	-1.6	0	0.6	-1
Cc1ccc(OCCSc2ncnc3sc(C)c(C)c23)cc1C	-1.5	-4	-5	0.4	-1.2	1.0	-2	2.4	-6
CC(=O)c1cccc(NC(=O)CCNC(=O)c2ccccc2Cl)c1	-2.0	0	-9	-1.1	2.7	-1.5	-8	-0.5	-1
O=[N+]([O-])c1cn(-c2nc(-c3ccco3)cc(C(F)(F)F)n2)cn1	-0.6	0	-17	-1.1	.	2.0	-5	-0.3	3
